SRC1 inh: inhibits human SRC1 coactivator; Q15788; HEK293 GAL4-SRC1 luciferase reporter, luminescence; inhibition, % at 3.6 µM; 360,000 compounds, 0.12% hits;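 active = inhibition above the campaign mean plus 3 SD, with each screening campaign given its own cutoff, cut at about 60% in these data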;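 also: 0% = DMSO treated cells and 100% = gossypol at 36 µM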
TROY signal inh: inhibitors of TROY-dependent NF-kB signaling; inhibition, % at 10 µM; 360,000 compounds, 0.98% hits; AID 1347056; Q293 LMP1-TROYcd NF-kB luciferase reporter, 4 h;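 active = compounds whose plate-normalised and pattern-corrected inhibition of the luciferase reporter signal at the single screening dose is 50% or more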
TLR9-MyD88 inh: TLR9-MyD88 interaction inhibition; inhibition, % at 4.98 µM; CHO BLA complementation TLR9-MyD88, CCF4 FRET ratio; AID 504734; 340,000 compounds, 0.21% hits; Q9NR96+Q99836;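 active = inhibition above the mean over all tested compounds plus 3 SD, cut at about 21% in these data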;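 also: 0% = DMSO only wells and 100% = clavulanate BLA inhibitor control wells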
NCOA3 inh: inhibitors of human steroid receptor coactivator 3 (SRC3) | Q9Y6Q9 | HEK293 GAL4-SRC3 luciferase reporter, luminescence | inhibition, % at 3.6 µM | 360,000 compounds, 0.17% hits | AID 588352;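 active = inhibition above a per-campaign cutoff, the mean of all compounds plus 3 SD, cut at about 60% in these data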;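 also: 0% = DMSO-treated cells and 100% = gossypol-treated cells at 36 µM; higher means less SRC3-driven luciferase light from the GAL4 reporter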
NOD2-RIPK2 inh: NOD2-RIPK2 protein interaction inhibition; 360,000 compounds, 0.38% hits; O43353; CHO BLA complementation NOD2-RIPK2, CCF4 ratio; AID 624267; inhibition, % at 4.98 µM; in the data active = inhibition above about 21%;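 also: 0% = vehicle only and 100% = reference blocker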
NR5A2 inv ag: suppresses constitutive activity of human LRH-1; inhibition, % at 3.6 µM; O00482; 360,000 compounds, 0.13% hits; HEK293T StAR-luciferase reporter, LRH-1 transfected, 24 h;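 active = inhibition above the mean inhibition of all tested compounds plus 3 SD, cut at about 73% in these data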;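 also: 0% = DMSO wells and 100% = reporter-only cells lacking LRH-1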
SRC2 inh: human SRC2 (NCOA2) inhibition | Q15596 | HEK293 GAL4-SRC2 luciferase reporter, luminescence | inhibition, % at 9 µM | 370,000 compounds, 0.17% hits | AID 651957;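 active = inhibition above the mean inhibition of all tested compounds plus 3 SD, set per campaign, cut at about 52% in these data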;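 also: 0% = DMSO treated cells and 100% = cells given Gossypol at 36 µM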
Exocytosis inh: blocks lytic granule exocytosis | TALL-104 LAMP-1 surface exposure, flow cytometry; cells stimulated with thapsigargin and PMA | inhibition, % at 10 µM | 360,000 compounds, 0.66% hits | AID 651702;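 active = inhibition above about 55%, limit read from the data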
COUP-TFII inh: inhibitors of human COUP-TFII (NR2F2). P24468. HEK293T NGFI-A luciferase reporter, luminescence. inhibition, % at 8.6 µM. 370,000 compounds, 0.7% hits;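 active = inhibition above a per-plate cutoff, mean inhibition of test wells between control levels plus 3 SD, cut at about 38% in these data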;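 also: cells cotransfected with COUP-TFII expression vector driving the NGFI-A reporter; 0% = median of COUP-TF2 test wells and 100% = reporter-only cells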
TWEAK-Fn14 inh: TWEAK-Fn14 signaling inhibition | 360,000 compounds, 2% hits | TWEAK-stimulated Fn14 reporter cells, luciferase luminescence, 8 h | inhibition, % at 10 µM; in the data active = inhibition above about 50%
ABHD5 PLIN5 PPI: ABHD5-PLIN5 protein interaction inhibition; Q00G26+Q8WTS1; Split G. princeps luciferase complementation, luminescence, 4 h; inhibition, % at 4 µM; 360,000 compounds, 0.78% hits; AID 602281;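 active = inhibition above the mean inhibition across every tested compound plus 3 SD, cut at about 22% in these data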;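 also: 0% = DMSO only wells and the 100% control is not disclosed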
Target sequence (Q00G26 whole entry, looked up): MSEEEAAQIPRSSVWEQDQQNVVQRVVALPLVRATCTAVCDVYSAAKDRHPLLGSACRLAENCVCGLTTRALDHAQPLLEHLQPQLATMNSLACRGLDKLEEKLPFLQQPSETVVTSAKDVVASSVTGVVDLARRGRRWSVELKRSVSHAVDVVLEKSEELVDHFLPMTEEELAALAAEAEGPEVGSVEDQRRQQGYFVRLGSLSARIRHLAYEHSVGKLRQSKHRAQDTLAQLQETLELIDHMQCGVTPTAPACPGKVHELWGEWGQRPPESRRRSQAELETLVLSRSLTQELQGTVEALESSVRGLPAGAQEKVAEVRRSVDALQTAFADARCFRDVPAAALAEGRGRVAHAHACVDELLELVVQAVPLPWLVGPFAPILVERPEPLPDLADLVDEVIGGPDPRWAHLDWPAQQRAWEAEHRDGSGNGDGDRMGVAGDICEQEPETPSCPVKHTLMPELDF
Target sequence (Q8WTS1 whole entry, looked up): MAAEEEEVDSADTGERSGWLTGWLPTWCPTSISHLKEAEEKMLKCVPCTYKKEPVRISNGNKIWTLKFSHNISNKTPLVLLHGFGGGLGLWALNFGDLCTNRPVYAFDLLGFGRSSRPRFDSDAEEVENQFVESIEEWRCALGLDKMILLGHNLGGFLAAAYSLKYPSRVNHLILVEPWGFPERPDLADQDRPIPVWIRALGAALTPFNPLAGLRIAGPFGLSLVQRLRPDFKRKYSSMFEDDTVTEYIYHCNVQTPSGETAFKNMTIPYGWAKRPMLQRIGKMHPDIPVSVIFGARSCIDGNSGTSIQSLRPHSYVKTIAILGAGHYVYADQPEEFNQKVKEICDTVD
* marks the source's active call; other numbers are inactive results; nt = no result given. These rows are one share of the data; the hit share may differ from the screen's.

SMILES	SRC1 inh	TROY signal inh	TLR9-MyD88 inh	NCOA3 inh	NOD2-RIPK2 inh	NR5A2 inv ag	SRC2 inh	Exocytosis inh	COUP-TFII inh	TWEAK-Fn14 inh	ABHD5 PLIN5 PPI
N=C(N)SCc1ncccc1O	-2	0	9	18	-2	-7	nt	0	nt	8	2
CCN(CC)C(=O)CCNS(=O)(=O)c1ccc(C)cc1	8	8	2	-5	-3	0	-7	2	-11	5	-2
O=C(NCc1ccc(F)cc1Cl)C1CCN(S(=O)(=O)N2CCC3(CC2)OCCO3)CC1	-6	-5	3	0	-7	4	0	-6	9	-19	-8
Cc1ccc(C(=O)NC(C)C2CC3CCC2C3)c(C)c1 (stereo unspecified)	-28	-32	-11	-40	-11	-27	-42	2	-6	6	-5
C=CCN(CC(O)c1cccc([N+](=O)[O-])c1)C(C)CCc1ccccc1 (stereo unspecified)	-1	-13	-3	-7	10	7	-51	-1	-24	-32	0
CC1(Oc2ccccc2)CCN(Cc2ccc(-c3ccccn3)cc2)C1 (stereo unspecified)	-1	-6	nt	11	-13	4	-27	-5	-4	-15	4
Cn1c(N2CCOCC2)c(/C=N/O)c2ccccc21	-10	-15	1	15	2	6	20	3	3	7	1
CCOC(=O)c1c(NC(=O)CSc2cn(CC)c3ccccc23)sc2c1CCC2	2	1	-4	5	-9	4	-3	6	-11	19	-2
Cc1cc(C)cc(N(C(C)C(=O)NCCC2=CCCCC2)S(C)(=O)=O)c1 (stereo unspecified)	16	14	-4	12	8	15	nt	-1	nt	9	-3
COc1cccc(CC(Cc2nc3ccccc3[nH]2)c2nc3ccccc3[nH]2)c1 (stereo unspecified)	-18	-16	-8	-7	-6	-14	0	0	10	-24	-2
c1ccc(Cn2ncc3c(N4CCN(C(c5ccccc5)c5ccccc5)CC4)ncnc32)cc1	-17	21	-3	12	4	8	-11	-8	3	-16	-4
COc1ccc(CC(=O)NCc2cccs2)cc1	-9	4	6	6	0	-10	-11	0	2	10	4
CCOC(=O)c1ccc(NC(=O)CSc2nnc(CCc3ccc(C)o3)n2-c2ccccc2)cc1	9	5	5	-3	-11	24	-9	5	4	0	-1
COc1ccc(NC(=O)Nc2nnc([C@H]3C[C@H](O)[C@@H](CO)O3)s2)cc1	14	-12	nt	-13	2	-13	-20	-11	4	22	6
O=C1C=C(Nc2ccccc2O)c2ccccc2C1=O	3	2	-4	21	3	19	18	8	17	17	-18

Whole records as entered above.
`Cc1ccc(C(=O)NC(C)C2CC3CCC2C3)c(C)c1` (stereo unspecified) across the screens: SRC1 inh = -28; TROY signal inh = -32; TLR9-MyD88 inh = -11; NCOA3 inh = -40; NOD2-RIPK2 inh = -11; NR5A2 inv ag = -27; SRC2 inh = -42; Exocytosis inh = 2; COUP-TFII inh = -6; TWEAK-Fn14 inh = 6; ABHD5 PLIN5 PPI = -5
`CCN(CC)C(=O)CCNS(=O)(=O)c1ccc(C)cc1` across the screens: SRC1 inh = 8; TROY signal inh = 8; TLR9-MyD88 inh = 2; NCOA3 inh = -5; NOD2-RIPK2 inh = -3; NR5A2 inv ag = 0; SRC2 inh = -7; Exocytosis inh = 2; COUP-TFII inh = -11; TWEAK-Fn14 inh = 5; ABHD5 PLIN5 PPI = -2

2 of the compounds above, with values under each structure:
Each structure is followed by: SRC1 inh, TROY signal inh, TLR9-MyD88 inh, NCOA3 inh, NOD2-RIPK2 inh, NR5A2 inv ag, SRC2 inh, Exocytosis inh, COUP-TFII inh, TWEAK-Fn14 inh, ABHD5 PLIN5 PPI
CCOC(=O)c1ccc(NC(=O)CSc2nnc(CCc3ccc(C)o3)n2-c2ccccc2)cc1
→ 9, 5, 5, -3, -11, 24, -9, 5, 4, 0, -1
CC1(Oc2ccccc2)CCN(Cc2ccc(-c3ccccn3)cc2)C1 (stereo unspecified)
→ -1, -6, nt, 11, -13, 4, -27, -5, -4, -15, 4

Continuation.
SMILES	SRC1 inh	TROY signal inh	TLR9-MyD88 inh	NCOA3 inh	NOD2-RIPK2 inh	NR5A2 inv ag	SRC2 inh	Exocytosis inh	COUP-TFII inh	TWEAK-Fn14 inh	ABHD5 PLIN5 PPI
Clc1nc(-c2ccccc2)c2ccccc2n1	-3	15	-7	-15	11	9	6	-12	6	-20	-5
CCNc1ccc(C(=O)OCC(=O)N(Cc2ccccc2)C(C)(C)C)cc1[N+](=O)[O-]	12	10	2	5	-10	-5	0	-16	12	0	0
O=C(NCc1ccc(Cl)cc1)[C@@H]1CCCN1S(=O)(=O)c1ccc(Cl)cc1	-17	0	3	-3	5	-4	-12	-8	0	-1	-5
CC(=O)Nc1cccc(-c2ccnc3c2CC(C(=O)NCc2cccc(Cl)c2)O3)c1 (stereo unspecified)	13	21	nt	-5	0	-8	-11	17	13	30	-3
O=C(COC(=O)Cc1cccc(C(F)(F)F)c1)Nc1ccc2c(c1)OCCO2	-11	0	1	8	4	-9	-4	25	-1	-8	-9
Brc1ccc(-c2ccc(CNCc3ccccn3)o2)cc1	-26	-44	-5	-12	2	-27	-20	6	7	-12	1
NNC(=O)CC(=O)NC1(Cc2ccc(O)cc2)CCCCC1	-3	12	-10	5	3	10	11	-5	0	-8	-8
C[C@H](CO)N1C[C@H](C)[C@@H](CN(C)C(=O)NC2CCCCC2)Oc2c(NC(=O)CCC(F)(F)F)cccc2C1=O	-12	-8	3	-9	9	5	4	0	-1	9	-1
CCOC(=O)C1=C(N)OC2=C(C(=O)CC(C)(C)C2)C1c1cccnc1 (stereo unspecified)	20	-2	-2	6	4	-2	-30	0	-15	-14	5
CCC1C/C(=C\c2cc(OC)c(OC)cc2OC)C(=O)/C(=C/c2cc(OC)c(OC)cc2OC)C1 (stereo unspecified)	16	12	8	7	-3	8	nt	26	nt	26	7
Cc1nn(-c2ccc(N3CCCCC3)nn2)c(C)c1CCC(=O)Nc1ccc(F)cc1	-57	-26	-7	-60	0	-69	-32	5	-12	-1	-6
Cc1ccccc1OCC(=O)OCC(=O)c1cc(C)n(C2CC2)c1C	4	-5	7	-17	-4	-20	1	0	11	-4	-1
Cc1ccc(S(=O)(=O)N2CCCC(C(=O)NCCc3ccccc3)C2)cc1 (stereo unspecified)	-12	10	6	-11	6	6	5	-8	3	0	6
O=C(NCc1ccco1)C1CCN(C(=O)Cc2ccccc2)CC1	-5	13	6	3	11	3	7	-3	4	-11	2
CCN1C(=O)c2cccc3c(NC(=O)c4ccccc4)ccc1c23	-1	9	0	1	1	16	-14	-1	-27	-6	0
COc1cccc(CNC(=O)CCn2c(=O)c3cccn3c3cccnc32)c1	18	5	3	1	-3	1	-7	10	-10	-9	4
Cc1cccc(OCCCC(=O)N2CCCc3ccccc32)c1C	6	16	-8	3	-11	-3	0	10	8	-3	-1
CCN(CC)C(=O)Cn1c(=O)n(CCC(=O)Nc2ccc(F)cc2)c(=O)c2sccc21	-8	13	-18	2	5	-3	5	-1	0	13	0
Cc1nc(N2CCN(c3ccccn3)CC2)c2c(C)c(C(=O)Nc3ccc(F)cc3F)sc2n1	8	44	-8	16	7	5	-1	-2	-27	39	-2
CC1=CN(S(=O)(=O)c2ccc(C)cc2)C[C@@H]2c3ccccc3N(S(=O)(=O)c3ccc(C)cc3)[C@H]12	-35	-2	-1	-33	-13	1	19	5	6	21	-1
O=C(N/N=C/c1ccc(Br)s1)c1cccc([N+](=O)[O-])c1	-1	-18	7	11	6	16	-1	2	14	8	3
CN1CCN(c2ncnc3c2ncn3[C@H]2CN(Cc3ccco3)C[C@@H](CO)O2)CC1	-12	-2	nt	0	-4	9	nt	-1	nt	-21	-2
CC12C=CC(=O)C=C1CCC1C2C(O)CC2(C)C1CCC2(O)C(=O)CO (stereo unspecified)	-5	22	-1	-29	5	-2	-11	-4	-21	22	3
CCCn1c(N)c(NCCN2CCOCC2)c(=O)n(CC(=O)NCc2ccccc2)c1=O	0	-5	-11	22	-3	1	-8	-8	22	10	-4
Nc1ccn(CC(=O)N2CCN(c3ccccn3)CC2)c(=O)n1	-1	-1	2	-1	-12	9	8	6	-6	-9	3
N#Cc1ccccc1S(=O)(=O)N1CCN(C(=O)CCNS(=O)(=O)c2ccc(Cl)cc2)CC1	12	-7	0	15	-7	-2	25	0	10	-8	-3
Cc1noc(C)c1CSCC(=O)Nc1cc(C(F)(F)F)ccc1N1CCOCC1	-4	3	0	-7	-9	17	13	-3	12	-22	-14
CCc1ccc(/C=N/NC(=O)c2cc(C3CC3)nc3ccccc23)s1	15	6	6	28	4	40	0	2	-5	3	-6

Entries above that have an aryl thioether with sulfur outside any ring, in the order listed:
SMILES	SRC1 inh	TROY signal inh	TLR9-MyD88 inh	NCOA3 inh	NOD2-RIPK2 inh	NR5A2 inv ag	SRC2 inh	Exocytosis inh	COUP-TFII inh	TWEAK-Fn14 inh	ABHD5 PLIN5 PPI
CCOC(=O)c1c(NC(=O)CSc2cn(CC)c3ccccc23)sc2c1CCC2	2	1	-4	5	-9	4	-3	6	-11	19	-2
CCOC(=O)c1ccc(NC(=O)CSc2nnc(CCc3ccc(C)o3)n2-c2ccccc2)cc1	9	5	5	-3	-11	24	-9	5	4	0	-1

High-throughput results: PubChem BioAssay, several laboratories
